# Screening data from PubChem.
# MEKK2mut PB1 HTS: MEK5 binding signal on mutant MEKK2 PB1, primary screen, biochemical, multiplex bead flow cytometry, Alexa488-MEK5; Alexa488-MEK5 binding to MEKK2 mutant; percent response, % at 10 µM; hit rate 0.35% among 290,000; in the data active = percent response above about 24%, passing the limit was not always enough; note: inactives centre near 1; some results filed as inactive read as strong as hits; reference of the scale not given here
# MEKK2wt PB1 HTS: modulators of MEK5 binding to wildtype MEKK2, primary screen, biochemical, multiplex bead flow cytometry, Alexa488-MEK5; binding response (% of control), % at 10 µM; Alexa488-MEK5 binding to MEKK2 WT; actives lie on both sides; hit rate 1.1% among 290,000; in the data active = binding response below about 67% or above about 130%
# PHOSPHO1 inh: PubChem AID 1565. recombinant PHOSPHO1, absorbance phosphatase assay. inhibition, % at 13.3 µM. Phosphoethanolamine/phosphocholine phosphatase (Homo sapiens), Q8TCT1. hit rate 1.1% among 290,000; in the data active = inhibition above about 60%
# Target sequence (Q8TCT1 whole entry, looked up): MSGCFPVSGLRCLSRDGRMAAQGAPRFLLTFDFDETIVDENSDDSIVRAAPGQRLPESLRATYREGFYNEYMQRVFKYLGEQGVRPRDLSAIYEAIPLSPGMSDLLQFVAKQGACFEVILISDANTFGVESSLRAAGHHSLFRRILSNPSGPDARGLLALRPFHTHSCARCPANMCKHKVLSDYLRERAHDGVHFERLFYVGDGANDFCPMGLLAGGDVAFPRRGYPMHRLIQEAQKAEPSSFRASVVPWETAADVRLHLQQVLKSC
# OXTR ag: human OXTR agonists, primary screen, fluorescence, CHO-OTR cells, Fluo-8 calcium | Oxytocin receptor (Homo sapiens), P30559 | Fluo-8 calcium fluorescence; normalized: DMSO 0%, oxytocin 100% | activation, % at 3 µM | hit rate 0.32% among 320,000;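 active = activation above the mean of all tested compounds plus 3 SD, cutoff set per screening run, cut at about 20% in these data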;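 note: peak over basal fluorescence ratio from a 100 s FLIPR kinetic read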
# Target sequence (P30559 whole entry, looked up): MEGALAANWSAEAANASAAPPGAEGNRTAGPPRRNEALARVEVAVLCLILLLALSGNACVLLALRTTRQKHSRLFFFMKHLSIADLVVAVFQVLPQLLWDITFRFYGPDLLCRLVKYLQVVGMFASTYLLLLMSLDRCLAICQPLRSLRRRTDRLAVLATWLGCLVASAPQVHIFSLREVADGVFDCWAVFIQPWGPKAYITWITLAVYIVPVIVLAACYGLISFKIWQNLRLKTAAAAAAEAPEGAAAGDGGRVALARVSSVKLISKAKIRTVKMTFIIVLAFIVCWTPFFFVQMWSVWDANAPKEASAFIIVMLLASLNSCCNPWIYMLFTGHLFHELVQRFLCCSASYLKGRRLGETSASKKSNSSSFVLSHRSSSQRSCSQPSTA
# GPR7 antag: GPR7 receptor antagonists, primary screen, cell-based, fluorescence, single concentration; Neuropeptides B/W receptor type 1 (Homo sapiens), P48145; GPR7-expressing cells, fluorescence antagonist assay; inhibition, % at 4.4 µM; hit rate 1.1% among 290,000; in the data active = inhibition above about 16%, passing the limit was not always enough;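 note: cells stimulated with the agonist NPW; 0% = agonist with vehicle and 100% = vehicle without agonist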
# V1aR counter: agonists of human V1a receptor, primary screen, counter-screen for OXTR agonist project, fluorescence, CHO-V1R cells; hit rate 0.25% among 320,000; activation, % at 3 µM; Fluo-8 calcium fluorescence, agonist mode; 0% DMSO, 100% 3 nM vasopressin; Vasopressin V1a receptor (Homo sapiens), P37288;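 active = activation above the mean activation of all tested compounds plus 3 SD, per screening run, cut at about 20% in these data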;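 note: signal is peak over basal fluorescence ratio across a 100 second FLIPR read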
# Target sequence (P37288 whole entry, looked up): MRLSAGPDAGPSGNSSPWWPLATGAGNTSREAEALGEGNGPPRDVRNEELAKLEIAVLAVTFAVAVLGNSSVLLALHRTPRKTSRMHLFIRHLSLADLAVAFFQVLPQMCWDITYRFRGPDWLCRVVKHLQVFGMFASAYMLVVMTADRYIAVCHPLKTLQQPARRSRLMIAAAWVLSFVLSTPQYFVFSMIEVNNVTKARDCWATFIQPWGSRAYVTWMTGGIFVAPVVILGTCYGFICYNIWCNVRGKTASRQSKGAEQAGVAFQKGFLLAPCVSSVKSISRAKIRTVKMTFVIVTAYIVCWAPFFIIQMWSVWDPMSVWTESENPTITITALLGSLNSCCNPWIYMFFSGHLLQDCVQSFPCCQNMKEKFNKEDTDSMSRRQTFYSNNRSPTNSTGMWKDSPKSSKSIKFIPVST
# GalR3 antag: GalR3 antagonists in HEK293 cells, primary screen, cell-based, fluorescence readout; Galanin receptor type 3 (Homo sapiens), O60755; HEK293 GalR3-CNG cAMP membrane potential fluorescence; galR3 body fused to GalR1 C-terminus; inhibition, % at 3 µM; hit rate 0.44% among 360,000; AID 651719, 2012;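 active = inhibition above the screen-wide average plus 3 SD, cut at about 13% in these data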;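 note: forskolin and galanin both at EC90 stimulate the cells; cAMP rise reported by CNG channel membrane potential dye signal; 0% = forskolin plus galanin with DMSO and 100% = forskolin alone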
# NALP1 yeast inh: NALP1 inflammasome inhibitors in reconstituted yeast, colorimetric, S. cerevisiae, triplicate retest; S. cerevisiae NALP1/ASC/caspase-1 growth, X-gal OD620, 72 h; hit rate 0.61% among 280,000; inhibition, % at 10 µM; in the data active = inhibition mostly above about 24%, no sharp cut-off; inactive = mostly below about 32%; note: some compounds called inactive have numbers as strong as hits
# MEKK3 PB1 HTS: modulators of MEKK3-MEK5 PB1 binding, primary screen, biochemical, wildtype MEKK3, multiplex bead flow cytometry, Alexa488-MEK5 | Mitogen-activated protein kinase kinase kinase 3 (Homo sapiens), Q99759 | bead-based flow cytometry, Alexa488-MEK5 binding to MEKK3; actives lie on both sides; 0 = blocked by unlabeled MEK5, 100 = vehicle | binding response (% of control), % at 10 µM | hit rate 1.4% among 290,000 | AID 1529, 2009;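 active = binding response more than 3 SD above or below the average of its plate-row segment, actives on both sides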;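 note: Alexa488 bead fluorescence after subtracting the streptavidin-only scavenger bead signal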
# * = called active by the depositor; . = not tested or not shown; [ ] = another dose, or the depositor's remark. An unsorted share of the library; any-hit rate near 5.4%.
# Each structure is followed by: MEKK2mut PB1 HTS | MEKK2wt PB1 HTS | PHOSPHO1 inh | OXTR ag | GPR7 antag | V1aR counter | GalR3 antag | NALP1 yeast inh | MEKK3 PB1 HTS
1: Cc1scc(C(=O)O)c1-c1c(C(=O)O)csc1C
→ 1 | 97 | 14 | -0.6 | 2 | 0.2 | -3 | 22 | 98
2: CC(C)C(C(=O)N1CCN(Cc2ccccc2)CC1)c1ccccc1 (configuration not stated)
→ 5 | 104 | 24 | -1.0 | 7 | -0.8 | -6 | -1 | 102
3: CC(=O)Nc1ccc(S(=O)(=O)N(C)CC(=O)OC(C)C(=O)N(C)Cc2ccccc2)cc1 (configuration not stated)
→ 9 | 112 | 53 | -0.4 | -13 | 2.7 | -2 | 5 | 105
4: CC1(c2ccc(Cl)cc2)NC(=O)N(CC(=O)NCc2ccc(F)cc2)C1=O (configuration not stated)
→ -9 | 91 | 24 | 1.2 | -2 | 6.2 | 7 | 16 | 96
5: CCC1CCCCN1CCCNC(=O)CCC(=O)N1CC(C)Oc2ccccc21 (configuration not stated)
→ 2 | 109 | 23 | 0.7 | -3 | 0.8 | . | 7 | 104
6: C/C=C/C(=O)Nc1nnc(C2CCCCC2)s1
→ -11 | 78 | 1 | 1.7 | -2 | 0.9 | -5 | -17 | 90
7: COc1ccc(NC(=O)CSc2nnc(-c3ccccn3)n2-c2ccccc2)cc1OC
→ 1 | 107 | 13 | 0.3 | 4 | 0.1 | -7 | 10 | 103
8: O=C(c1c(F)c(F)c(F)c(F)c1F)N(Cc1ccccc1)Cc1ccccc1
→ 0 | 101 | 7 | -0.8 | -12 | 0.6 | -8 | 6 | 100
9: c1ccc2cc(OCCOCCOc3ccc4ccccc4c3)ccc2c1
→ 3 | 107 | 15 | 2.3 | -11 | 3.4 | -5 | 0 | 106
10: c1ccc(Nc2ncnc3sccc23)cc1
→ -1 | 97 | 2 | 0.6 | -7 | -0.1 | -8 | 14 | 104
11: O=C(O)/C=C/C(=O)Nc1nccs1
→ 7 | 89 | 16 | 0.2 | -1 | 1.1 | -12 | 12 | 79
12: N#CCSCC(=O)Nc1ccc(Cl)cc1
→ -1 | 98 | 7 | 1.5 | 2 | 0.7 | -7 | 4 | 99
13: O=C(NC(=S)Nc1ccccn1)c1cc(-c2ccccc2)nc2ccccc12
→ 2 | 103 | -39 | -1.6 | -9 | 0.5 | 2 | 15 | 103
14: Cc1ccc(-n2c(C)cc(C(=O)CSc3nnc4ccccn34)c2C)cc1
→ 12 | 104 | 9 | -0.1 | -8 | 3.2 | -6 | 12 | 101
15: CN(CCC1CCOCC1)C(=O)CC1C(=O)NCCN1Cc1ccccc1F (configuration not stated)
→ -4 | 96 | 26 | -0.1 | -14 | 0.0 | -1 | -1 | 100
16: COc1ccc(/C=C(\NC(=O)c2ccccc2)C(=O)N/N=C/c2cccnc2)cc1
→ -8 | 84 | 2 | -0.6 | 0 | -1.1 | -6 | 23 | 92
17: Nc1nc(SCc2ccc([N+](=O)[O-])cc2)c2ncn(C3OC(CO)C(O)C3O)c2n1 (configuration not stated)
→ 11 | 119 | 21 | 0.4 | 2 | 0.2 | -3 | 22 | 92
18: CC(C)n1cc(CN2CCN(C)C(CCO)C2)c2ccccc21 (configuration not stated)
→ 24* | 112 | 44 | -0.2 | -19 | 0.3 | -10 | 3 | 110
19: Cc1cc(=O)c2c(C)ccc(C)c2[nH]1
→ -25 | 85 | -89 | -0.4 | -5 | 0.1 | -3 | 20 | 74*[inhibitor]
20: O=C(NNC(=S)NC1CCCCC1)c1ccc2c(c1)OCO2
→ 23 | 115 | -31 | 2.8 | 8 | 1.9 | 0 | 11 | 103
21: CN=c1scc(C)n1/N=C/c1cc(Br)c(O)c(OC)c1
→ 3 | 103 | -34 | -1.6 | -9 | -0.7 | -4 | 22 | 98
22: O=C(CN1CC(=O)Nc2ccccc21)Nc1ccc(F)c(F)c1
→ . | . | -1 | 1.6 | -2 | 1.5 | -5 | -1 | .
23: Cc1ccccc1N(Cc1cc(=O)[nH]c2ccccc12)C(=O)CCl
→ 0 | 100 | 28 | 2.8 | -3 | 2.4 | -9 | 34 | 104
24: CCC(=O)Nc1ccc(C(=O)OCC(=O)c2cccs2)cc1
→ 2 | 100 | 40 | 4.8 | -21 | 11 | -5 | -1 | 101
25: CCOC(=O)CNC(=O)CSc1nc(-c2ccc(C)cc2)ns1
→ 2 | 119 | 0 | 1.9 | -2 | 0.9 | 0 | -26 | 129*
26: Cc1ccc(NC(=O)COC(=O)COc2ccc(Cl)cc2)c([N+](=O)[O-])c1
→ -2 | 93 | 11 | -0.1 | -5 | 1.1 | -4 | 23 | 89
27: CC1CCN(c2nc(-c3ccccc3O)nc3ccccc23)CC1
→ -3 | 99 | 45 | 0.8 | -2 | 1.4 | -2 | -5 | 101
28: O=C(NC(Cc1ccccc1)C(=O)O)/C(=C\c1ccccc1)NC(=O)c1ccco1 (configuration not stated)
→ 0 | 98 | 30 | -0.3 | -5 | -1.1 | -6 | 7 | 98
29: O=C(Cc1ccsc1)NNC(=O)c1cccc(Cl)c1
→ 0 | 101 | -42 | -0.5 | -13 | 0.7 | 0 | -5 | 94
30: CCOC(=O)N1CCC(N2CCN(Cc3ccccc3)C(CCO)C2)CC1 (configuration not stated)
→ -7 | 93 | 8 | 0.1 | -16 | 4.1 | 0 | 5 | 102

# 13 compounds already listed, arranged by SMILES length, falling:
# Each structure is followed by: MEKK2mut PB1 HTS | MEKK2wt PB1 HTS | PHOSPHO1 inh | OXTR ag | GPR7 antag | V1aR counter | GalR3 antag | NALP1 yeast inh | MEKK3 PB1 HTS
3: CC(=O)Nc1ccc(S(=O)(=O)N(C)CC(=O)OC(C)C(=O)N(C)Cc2ccccc2)cc1 (configuration not stated)
→ 9 | 112 | 53 | -0.4 | -13 | 2.7 | -2 | 5 | 105
26: Cc1ccc(NC(=O)COC(=O)COc2ccc(Cl)cc2)c([N+](=O)[O-])c1
→ -2 | 93 | 11 | -0.1 | -5 | 1.1 | -4 | 23 | 89
8: O=C(c1c(F)c(F)c(F)c(F)c1F)N(Cc1ccccc1)Cc1ccccc1
→ 0 | 101 | 7 | -0.8 | -12 | 0.6 | -8 | 6 | 100
13: O=C(NC(=S)Nc1ccccn1)c1cc(-c2ccccc2)nc2ccccc12
→ 2 | 103 | -39 | -1.6 | -9 | 0.5 | 2 | 15 | 103
5: CCC1CCCCN1CCCNC(=O)CCC(=O)N1CC(C)Oc2ccccc21 (configuration not stated)
→ 2 | 109 | 23 | 0.7 | -3 | 0.8 | . | 7 | 104
23: Cc1ccccc1N(Cc1cc(=O)[nH]c2ccccc12)C(=O)CCl
→ 0 | 100 | 28 | 2.8 | -3 | 2.4 | -9 | 34 | 104
2: CC(C)C(C(=O)N1CCN(Cc2ccccc2)CC1)c1ccccc1 (configuration not stated)
→ 5 | 104 | 24 | -1.0 | 7 | -0.8 | -6 | -1 | 102
27: CC1CCN(c2nc(-c3ccccc3O)nc3ccccc23)CC1
→ -3 | 99 | 45 | 0.8 | -2 | 1.4 | -2 | -5 | 101
20: O=C(NNC(=S)NC1CCCCC1)c1ccc2c(c1)OCO2
→ 23 | 115 | -31 | 2.8 | 8 | 1.9 | 0 | 11 | 103
29: O=C(Cc1ccsc1)NNC(=O)c1cccc(Cl)c1
→ 0 | 101 | -42 | -0.5 | -13 | 0.7 | 0 | -5 | 94
6: C/C=C/C(=O)Nc1nnc(C2CCCCC2)s1
→ -11 | 78 | 1 | 1.7 | -2 | 0.9 | -5 | -17 | 90
19: Cc1cc(=O)c2c(C)ccc(C)c2[nH]1
→ -25 | 85 | -89 | -0.4 | -5 | 0.1 | -3 | 20 | 74*[inhibitor]
10: c1ccc(Nc2ncnc3sccc23)cc1
→ -1 | 97 | 2 | 0.6 | -7 | -0.1 | -8 | 14 | 104

# (list continues)
# Each structure is followed by: MEKK2mut PB1 HTS | MEKK2wt PB1 HTS | PHOSPHO1 inh | OXTR ag | GPR7 antag | V1aR counter | GalR3 antag | NALP1 yeast inh | MEKK3 PB1 HTS
31: C=CCn1c(Cc2csc(N)n2)nnc1SCc1ccc(C(=O)OC)cc1
→ -5 | 91 | -53 | -0.9 | -9 | -0.2 | 3 | 5 | 95
32: CC(=O)c1c(O)cc(=O)n(-c2ccccc2)c1-c1ccc(Cl)cc1
→ -3 | 89 | -5 | -1.2 | -3 | 0.3 | -11 | 17 | 90
33: O=C(N/N=C/c1cccnc1)C(=O)N1CCCCCC1
→ 1 | 99 | 51 | -0.6 | -6 | 0.7 | -3 | . | 99
34: CC(C)(C)OC(=O)CNC(=O)c1nc[nH]c1C(=O)NCc1ccc(CNC(=O)OC(C)(C)C)cc1
→ -6 | 99 | -2 | 9.2 | -3 | 8.4 | 0 | 15 | 100
35: CCN1CCN(C(c2cccs2)C(C)NC(=S)Nc2cccc(C)c2C)CC1 (configuration not stated)
→ 9 | 111 | 48 | 0.1 | -3 | -0.2 | -5 | . | 104
36: O=C(CN1C(=O)CC(c2ccco2)Sc2ccccc21)NCC1CCCO1 (configuration not stated)
→ 3 | 104 | -4 | 0.7 | -14 | 1.0 | -7 | 0 | 104
37: COC(=O)c1ccc(C(=O)OC)c(NC(=O)Oc2ccccc2)c1
→ 1 | 96 | -4 | 0.1 | -8 | -0.7 | -2 | 11 | 101
38: S=c1[nH]nc(-c2cccnc2)n1/N=C/c1ccco1
→ -4 | 95 | -94 | -0.3 | 4 | 0.4 | -1 | 4 | 99
39: CCCCC(=O)NC1=NC(=O)C(C)(C)S1
→ 2 | 100 | 28 | -0.4 | 2 | -0.3 | -7 | 17 | 99
40: COc1ccc(S(=O)(=O)N2c3ccccc3NC(=O)CC2C)cc1 (configuration not stated)
→ 10 | 113 | 43 | -0.2 | -8 | -0.2 | -3 | 3 | 105
41: CC(C)NC(=O)NC(=O)COC(=O)c1cc(S(=O)(=O)N2CCCCC2)ccc1N1CCOCC1
→ 8 | 104 | 38 | -1.4 | -4 | 0.3 | 2 | 1 | 101
42: Clc1ccc(-c2cn3c(n2)SCC3)cc1
→ 5 | 105 | -5 | 1.4 | 1 | 1.1 | -6 | 14 | 102
43: CS(=O)(=O)c1ccc(Cl)c(NC(=O)CCNC(=O)c2ccco2)c1
→ 9 | 103 | 23 | -0.3 | -6 | 0.1 | -1 | -2 | 104
44: CCCCc1ccc(NC(=O)NCc2ccccn2)cc1
→ 6 | 101 | -5 | -0.5 | -11 | -0.1 | 1 | 7 | 98
45: Cc1noc(C)c1C(=O)N1CCCC(C(=O)c2cccc(OC(C)C)c2)C1 (configuration not stated)
→ -6 | 99 | 29 | -0.1 | -7 | -0.4 | -1 | -10 | 104
46: CCCC(C)C(=O)Nc1nc(C)c(-c2csc(Nc3ccc(Cl)cc3)n2)s1 (configuration not stated)
→ 12 | 125 | 20 | -1.1 | -10 | 0.6 | -3 | 0 | 117
47: O=C(Cc1ccccc1F)Nc1nc(-c2cccnc2)cs1
→ -2 | 102 | 47 | 1.0 | -9 | 1.1 | -1 | -23 | 98
